# A549 viability: A549 cytotoxicity, counter-screen for Nrf2 inhibitors; actives 0.16% (n = 390,000); Potency, µM (doses to about 46 µM), for the others: at the top dose activity change, negative = cytotoxicity, usual class: inhibitors; A549 ARE-Fluc cells, CellTiter-Fluor viability, 18-24 h; also: potency is read from the fitted curve at half-maximal effect; % is scaled to controls: 0 for no effect and ±100 for the full control effect
#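 A549 ARE_Fluc cells in 5% FBS OPTI-MEM were exposed to compounds in concentration-response for 18-24 h at 37 deg C. Viability was read by CellTiter-Fluor fluorescence (Ex 405/Em 525) after 30 min, before the luciferase read.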
# Nrf2 ARE act: Nrf2 pathway activation | AREc32 ARE-luciferase reporter (MCF7-derived line), luminescence, 24 h | Potency, µM (doses to about 46.1 µM), inactives show at the highest dose activation, actives largely listed as activators | actives 0.31% (n = 410,000) | AID 624171; also: potency is read from the fitted curve at half-maximal effect; % of control where 0% means no effect; nearly all actives have a fitted effect of over 65% in size
#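 AREc32_Fluc, 1000 cells/well, OPTI-MEM + 5% FBS, o/n 37 deg C 5% CO2; 23 nL cpd by pin tool, 24 hr; Steady-Glo 30 min RT, luminescence.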
# CCT modulator: changes cytosolic chaperonin activity. purified chaperonin ATPase assay, HTRF ADP detection, 30 min. activity change, % (concentration not given with the values), hits read low. actives 0.3% (n = 360,000). AID 651819; in the data active = activity change below about -30%; also: % is scaled to controls: 0 for no effect and ±100 for the full control effect
#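 Nucleotide hydrolysis assay: TRiC at 20–40 nM final (set by batch activity) with 10 uM ATP, 30 min at 37 °C, in presence of 76 uM compound. Detection by competitive ADP HTRF, 30 min ambient.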
# EPAC2 antag: antagonists of human EPAC2; Q8WZA2; Potency, µM (highest dose often 114 µM), for the others: at the highest dose activity, negative = inhibition, most hits filed as inhibitors; actives 0.18% (n = 360,000); EPAC2 GEF exchange of Rap1B-BODIPY-GDP, fluorescence; AID 720708; also: potency is read from the fitted curve at half-maximal effect; % is scaled to controls: 0 for no effect and ±100 for the full control effect; nearly all actives have a fitted effect of over 45% in size; many of its hits are not listed in these tables
# Target sequence (Q8WZA2 whole entry, looked up): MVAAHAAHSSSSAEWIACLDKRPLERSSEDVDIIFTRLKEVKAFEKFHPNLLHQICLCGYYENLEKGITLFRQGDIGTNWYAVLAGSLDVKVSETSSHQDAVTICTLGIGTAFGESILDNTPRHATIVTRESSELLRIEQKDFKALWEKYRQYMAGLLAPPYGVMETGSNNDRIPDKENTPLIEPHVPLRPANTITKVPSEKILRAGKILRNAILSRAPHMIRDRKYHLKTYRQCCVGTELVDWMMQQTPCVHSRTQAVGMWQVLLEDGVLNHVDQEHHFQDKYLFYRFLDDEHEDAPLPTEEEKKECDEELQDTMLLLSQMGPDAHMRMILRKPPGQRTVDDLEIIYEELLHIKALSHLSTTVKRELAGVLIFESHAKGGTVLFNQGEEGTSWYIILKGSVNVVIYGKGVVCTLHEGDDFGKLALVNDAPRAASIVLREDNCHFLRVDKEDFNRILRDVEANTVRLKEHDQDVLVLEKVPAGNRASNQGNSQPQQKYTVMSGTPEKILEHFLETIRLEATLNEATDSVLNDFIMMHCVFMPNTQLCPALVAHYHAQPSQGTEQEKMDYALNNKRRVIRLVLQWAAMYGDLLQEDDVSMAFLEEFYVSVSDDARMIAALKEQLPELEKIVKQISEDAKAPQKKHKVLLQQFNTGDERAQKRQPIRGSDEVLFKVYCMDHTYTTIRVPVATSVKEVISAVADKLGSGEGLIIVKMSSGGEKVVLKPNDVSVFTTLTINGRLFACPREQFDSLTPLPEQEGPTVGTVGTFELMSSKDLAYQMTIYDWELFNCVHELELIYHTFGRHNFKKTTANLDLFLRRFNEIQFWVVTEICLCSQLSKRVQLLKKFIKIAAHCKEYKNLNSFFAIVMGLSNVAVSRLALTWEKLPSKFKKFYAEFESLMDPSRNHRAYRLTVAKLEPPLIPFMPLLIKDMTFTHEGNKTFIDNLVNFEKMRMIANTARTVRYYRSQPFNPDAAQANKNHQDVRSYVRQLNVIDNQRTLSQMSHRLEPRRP
# Nrf2 inh: blocks Nrf2 signaling. actives 2.1% (n = 360,000). Potency, µM (titrated, usually from 46 µM), for the others: top-dose activity change, negative = inhibition, hits mostly inhibitors. A549 ARE-Fluc reporter, luciferase luminescence, 18-24 h. AID 504444; also: potency is read from the fitted curve at half-maximal effect; % is scaled to controls: 0 for no effect and ±100 for the full control effect; nearly all actives have a fitted effect of over 60% in size
#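 Cells were seeded and rested 2 h, then exposed to compounds for 18-24 h. CellTiter-Fluor was read first as a viability measure. BugLite was added 15 min before the final luminescent read of ARE-luciferase activity in A549 cells.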
# Akt phos inh: inhibitors of Akt phosphorylation; Neuro2A IGF-stimulated pAkt S473 HTRF, 20 min; active compounds read low; activity change, % for hits at 50 µM; actives 0.32% (n = 360,000); in the data active = activity change below about -80%; inconclusive = mostly about -51% to -80%; also: % is scaled to controls: 0 for no effect and ±100 for the full control effect
#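 Neuro2A cells (4,500/well, DMEM with 0.5% FBS) were treated with compound at a single 50 µM final concentration, stimulated with 6 nM IGF for 20 min at 37 °C, and lysed. Phospho-Akt Ser473 was read by HTRF as 665/615 ratio ×10^4.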
# TGFb inhibitor: blocks TGF-b signaling; HepG2 CAGA-GFP TGF-b/SMAD3 reporter, GFP fluorescence, 18 h; TGF-beta stimulated, 500 pg/mL final; actives 1.2% (n = 410,000); AID 588855; Potency, µM (top dose mostly 46.1 µM), without a hit: at the highest dose activity, negative = inhibition, actives largely listed as inhibitors; also: potency is read from the fitted curve at half-maximal effect; % is scaled to controls: 0 for no effect and ±100 for the full control effect; nearly all actives have a fitted effect of over 65% in size
#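 Inhibition was scored as loss of TGF-beta-induced (500 pg/mL final, 18 hours, 37 degrees C) GFP in HEPG2 cells carrying a CAGA-GFP reporter, in DMEM with 1% FBS. Well GFP was summed per cell; Activity was normalised to unstimulated and stimulated DMSO wells, then concentration-response fitting.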
# EPAC2 agonist: agonists of human EPAC2 (RAPGEF4) | actives 0.079% (n = 360,000) | AID 720711 | Q8WZA2 | Potency, µM (titrated, usually from 154 µM), for the others: top-dose activation, actives largely listed as activators | EPAC2 activation, biochemical qHTS; response scale: 100% = 6.5 mM cAMP response; also: potency is read from the fitted curve at half-maximal effect; nearly all actives have a fitted effect of over 50% in size
#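 EPAC2 (100 nM) mixed with Rap1B loaded with BODIPY-GDP (250 nM) plus 50 uM unlabeled GDP; compounds pinned in, 5 min RT, then read every 5 min for 30 min (ex 480, em 540 nm). Normalized to cAMP control.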
# MmCpn inh: M. maripaludis TRiC chaperonin inhibition; actives 0.031% (n = 330,000); Potency, µM (top dose mostly 76.9 µM), without a hit: at the highest dose activity, negative = inhibition, most hits filed as inhibitors; AID 504842; purified Mm-Cpn ATPase, ADP Transcreener TR-FRET; also: potency is read from the fitted curve at half-maximal effect; % is scaled to controls: 0 for no effect and ±100 for the full control effect; nearly all actives have a fitted effect of over 80% in size
#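 Inhibition of chaperonin ATP hydrolysis is measured as reduced ADP production, detected by competitive TR-FRET in which signal falls with ADP. Final enzyme 25 nM and ATP 10 uM, reacted 30 min at 37°C.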
# Starred values were filed as active, the others as inactive; i = inactive; ? = inconclusive; / = not tested or not shown; & = joins results of further samples; [ ] = dose if it differs, or a comment. Unless noted, calls follow the shape of the dose curve; as a rule, active = well fitted curve in the direction sought with a large enough effect; inconclusive = small, poorly fitted or top-dose-only effect, or another doubt; inactive = no such curve, though single readings can be large; an effect the other way counts as inactive or inconclusive. This is a subset (hit frequency here may not be typical).
1: COc1ccc(NS(=O)(=O)c2cccs2)cc1S(=O)(=O)N1CCCCC1
2: CC(C)[C@H]1C(=O)Nc2ccccc2N1C(=O)N[C@@H](Cc1ccccc1)C(=O)N[C@H](C(=O)O)c1ccccc1
3: O=[N+]([O-])c1cc(-c2nc(-c3ccncc3)no2)ccc1Cl
4: CCCSc1nc2c(cnn2-c2ccccc2)c(=O)[nH]1
5: COc1cc(/C=N/Nc2cccc(C)c2)ccc1OC(=O)c1ccco1
6: OC(CN1CCC(Cc2ccccc2)CC1)c1ccccc1 (stereo not given)
7: CC(=O)NC(CC(=O)OCC(=O)Nc1cc(S(=O)(=O)N2CCCCC2)ccc1C)c1ccccc1 (stereo not given)
8: Cc1cccc(OC(=O)c2cccnc2)c1C

Assay by compound	1	2	3	4	5	6	7	8
A549 viability	-10%	-5%	-10%	-5%	2%	-1%	1%	1%
Nrf2 ARE act	-0.2%	-1.2%	-0.1%	0.5%	7.4%	-0.8%	2.2%	0.1%
CCT modulator	-2.2	2.6	0.7	-1.3	-0.3	0.0	-1.9	-0.8
EPAC2 antag	4%	7%	-15%	5%	2%	11%	-2%	-11%
Nrf2 inh	?	8%	-19%	?	?	12%	3%	7%
Akt phos inh	i	i	i	i	i	i	i	i
TGFb inhibitor	-20%	14%	-6%	-20%	0%	23%	-9%	1%
EPAC2 agonist	4%	5%	-1%	1%	1%	11%	2%	2%
MmCpn inh	2%	-2%	3%	1%	0%	0%	-2%	1%

9: Cc1ccnc(NS(=O)(=O)c2ccc(N3C(=O)c4ccccc4C3=O)cc2)n1
10: CCOC(=O)c1ccc(NC(=O)CSc2nc(-c3cccs3)cc(C(F)(F)F)c2C#N)cc1
11: CCCCNC(=O)CC1N=C2c3ccccc3N=C(SCC(=O)Nc3ccccc3C)N2C1=O (stereo not given)
12: CN(Cc1nc2ccccc2n1C)S(=O)(=O)c1ccc(Cl)cc1
13: COc1ccc(OC)c(-c2csc(NC(=O)C3COc4ccccc4O3)n2)c1 (stereo not given)
14: COc1ccc2[nH]c(C(=O)NCCCn3ccnc3)cc2c1
15: COc1ccc(CN(C)C(=O)CNC(=O)c2ccc3ccccc3c2)c(OC)c1
16: CC(=O)c1sc(Nc2nc3cc4c(cc3s2)OCO4)nc1C

Assay by compound	9	10	11	12	13	14	15	16
A549 viability	2%	0%	-8%	10%	1%	7%	1%	0%
Nrf2 ARE act	-0.6%	-0.7%	0.4%	-0.6%	1.7%	0.2%	0.0%	3.3%
CCT modulator	0.2	/	-1.8	0.3	-0.8	0.1	0.4	-2.9
EPAC2 antag	25%	/	9%	9%	-4%	2%	0%	6%
Nrf2 inh	15%	-2%	?	33%	-28%	1%	?	?
Akt phos inh	i	/	i	i	i	i	i	i
TGFb inhibitor	-8%	18%&22%	-17%	1%	-5%	4%	0%	6%
EPAC2 agonist	13%	/	0%	-1%	9%	-6%	10%	-5%
MmCpn inh	1%	/	3%	0%	1%	-3%	5%	-1%

17: CCOC(=O)CN(C(=O)COC(=O)C1(c2ccccc2)CC1)c1ccc(F)cc1
18: CCN1CCN(CCNC(=O)CCCn2nc(C)c3c(C)n(-c4ccc(C)cc4)nc3c2=O)CC1
19: CCCCN(CC)C(=O)CN1C(=O)c2ccccc2C1=O
20: O=C(Nc1cc2c3c(c1)CC(=O)N3CCC2)c1ccc(Br)cc1
21: c1csc(-c2nc(NCC3CCCO3)c3ccccc3n2)c1 (stereo not given)
22: CCc1ccc2nc(N3CCC(C(=O)NCCC(C)C)CC3)sc2c1
23: CS(=O)(=O)N1CCc2cc(C(=O)Nc3ccc(Cl)cc3)ccc21
24: Cc1cc(C)cc(N(C(C)C(=O)N2CCCCC2)S(C)(=O)=O)c1 (stereo not given)

Assay by compound	17	18	19	20	21	22	23	24
A549 viability	4%	1%	8%	0%	4%&2%	-2%	-1%	-5%
Nrf2 ARE act	4.3%	-0.4%	-0.3%	3.9%	3.6%	5.1%	-0.4%	-0.5%
CCT modulator	2.9	-2.2	1.6	0.1	-1.4	/	0.6	-1.2
EPAC2 antag	-3%	1%	2%	29%	-11%	/	4%	0%
Nrf2 inh	2%	?	/	?	-24%&-19%	?	?	3%
Akt phos inh	i	i	i	i	i	/	i	i
TGFb inhibitor	0%	-6%	2%	5%	-15%	4%	6%	?
EPAC2 agonist	3%	8%	-2%	5%	5%	/	0%	-4%
MmCpn inh	-1%	-1%	2%	0%	-4%	/	1%	1%

# Profiles, quoted from the list:
# CC(C)[C@H]1C(=O)Nc2ccccc2N1C(=O)N[C@@H](Cc1ccccc1)C(=O)N[C@H](C(=O)O)c1ccccc1 is listed as A549 viability = -5%; Nrf2 ARE act = -1.2%; CCT modulator = 2.6; EPAC2 antag = 7%; Nrf2 inh = 8%; Akt phos inh = i; TGFb inhibitor = 14%; EPAC2 agonist = 5%; MmCpn inh = -2%
# O=[N+]([O-])c1cc(-c2nc(-c3ccncc3)no2)ccc1Cl is listed as A549 viability = -10%; Nrf2 ARE act = -0.1%; CCT modulator = 0.7; EPAC2 antag = -15%; Nrf2 inh = -19%; Akt phos inh = i; TGFb inhibitor = -6%; EPAC2 agonist = -1%; MmCpn inh = 3%

# (list continues)
25: C=CCOc1ccc(/C=C/C(=O)OCC(=O)NC(C)c2ccc(F)cc2)cc1 (stereo not given)
26: O=C(Nc1ccc2c(c1)OCO2)C1CC(c2c(F)cccc2Cl)=NO1 (stereo not given)
27: CC(C)(C)NC(=O)CN(C(=O)c1ccc(Cl)nc1)c1cccc2ccccc12
28: CC(C)(C)NC(=S)NC1CC1
29: CCCCN(C=O)c1c(CC)nc2c(OCC(=O)c3ccc(F)cc3)cccn12
30: CCOc1ccc(NC(=O)Cn2nc(Cc3ccncc3)c3ccccc3c2=O)cc1
31: CC1CCCCN1C(=S)Nc1ccc(OC(F)F)cc1 (stereo not given)
32: CCOC(=O)c1cnc(-n2nc(C)cc2C)nc1Nc1ccc(C)cc1

Assay by compound	25	26	27	28	29	30	31	32
A549 viability	4%	0%	12%	0%	/	5%	5%	?
Nrf2 ARE act	-0.1%	2.6%	-0.6%	4.5%	-0.7%[9.22 µM]	0.7%	0.4%	0.0%
CCT modulator	1.1	-3.1	-0.5	1.8	-1.0	/	-1.7	-3.7
EPAC2 antag	-12%	0%	0%	10%	0%	/	-3%	17%
Nrf2 inh	4%	?	6%	11%	/	-12%	-17%	7%
Akt phos inh	i	i	i	i	i	/	i	i
TGFb inhibitor	-1%	-22%	-3%	-2%	-2%	-43%	0%	2%
EPAC2 agonist	-3%	17%	2%	-4%	6%	/	9%	-7%
MmCpn inh	1%	-4%	-1%	2%	/	/	1%	-3%

33: Cc1cc(C)nc(NS(=O)(=O)c2ccc(NC(=O)CCCN3C(=O)c4ccccc4C3=O)cc2)n1
34: Nn1c(SCc2nc3ccccc3[nH]2)nnc1C1CCCCC1
35: Nc1cccc2cc(S(=O)(=O)O)ccc12
36: N#Cc1ccc(CN2CCN(C(=O)C3CC(=O)N(c4ccc5c(c4)OCCO5)C3)CC2)cc1 (stereo not given)
37: CN1CCN(NC(=S)Nc2ccc(OC(F)F)cc2)CC1
38: COc1ccc(CCN2CC(C(=O)Nc3ccc(S(C)(=O)=O)cc3)CC2=O)cc1OC (stereo not given)
39: CCCCOC(=O)Cn1c(=N)n(CCN2CCOCC2)c2ccccc21
40: O=C(CSc1nnc(CNC(=O)c2cccs2)o1)c1ccccc1

Assay by compound	33	34	35	36	37	38	39	40
A549 viability	0%	1%	-1%	/	0%	-1%	2%	14%
Nrf2 ARE act	-0.1%	0.4%	-0.2%	-0.7%	-0.3%	0.4%	-0.9%	6.1%
CCT modulator	0.7	-1.8	-0.6	1.1	2.7	-2.6	0.4	1.9
EPAC2 antag	9%	8%	-8%	4%	7%	-3%	7%	5%
Nrf2 inh	4%	4%	1%	/	12%	1%	-2%	14%
Akt phos inh	i	i	i	i	i	i	i	i
TGFb inhibitor	16%	0%	17%	-7%	6%	0%	7%	0%
EPAC2 agonist	0%	0%	11%	2%	-3%	-5%	3%	3%
MmCpn inh	1%	1%	/	/	2%	1%	/	2%

41: CCC(C)[C@H](NC(=O)NCCCOC(C)C)C(=O)OC (stereo not given in full)
42: c1ccc(CSC2=NCCS2)cc1
43: Cc1c([N+](=O)[O-])cc(C(=O)N2CCOCC2)cc1[N+](=O)[O-]
44: O=C(c1ccc(-c2ccccc2Cl)o1)N1CCC1
45: COc1ccc(CCCc2nnc(SCC(=O)Nc3cc(C)c(C)cc3Br)o2)cc1
46: CCC(=O)Nc1ccc(NCc2cccs2)cc1
47: O=C(Nc1ccc(F)cc1F)NC1CCN(Cc2c(F)cccc2Cl)CC1
48: CC(=O)Oc1ccccc1C1OC(=O)c2ccccc2N1C(C)=O (stereo not given)
49: COc1ccc(-n2c(O)c(C=NC3CC3)c(=O)[nH]c2=O)cc1

Assay by compound	41	42	43	44	45	46	47	48	49
A549 viability	-1%	-1%	-14%	-1%	-4%	7%	-4%	0%	-5%
Nrf2 ARE act	0.0%	4.0%	0.2%	3.1%	0.3%	2.2%	0.7%	14%	-0.3%
CCT modulator	-1.6	-1.5	0.7	-5.5	-0.6	-2.9	-3.1	0.6	-0.2
EPAC2 antag	-3%	-1%	15%	?	-4%	-2%	3%	2%	67%[activator][57.1 µM]
Nrf2 inh	-14%	?	-12%	?	-12%	0%	-21%	-12%	?
Akt phos inh	i	i	i	i	i	i	i	i	i
TGFb inhibitor	1%	-2%	16%	-6%	-4%	-11%	-23%	-1%	0%
EPAC2 agonist	5%	13%	0%	-2%	9%	8%	14%	-8%	-19%
MmCpn inh	2%	1%	2%	1%	0%	-7%	1%	3%	0%
